IP6K1 inhibitor: blocks human inositol hexakisphosphate kinase 1; Q92551; AID 1645851; 140,000 compounds, 0.81% hits; IP6K1 kinase, ADP-Glo luminescence, 2 h; hits give low values; activity change, % (series mostly up to about 58 µM); in the data active means activity change below about -25%
Target sequence (Q92551 whole entry, looked up): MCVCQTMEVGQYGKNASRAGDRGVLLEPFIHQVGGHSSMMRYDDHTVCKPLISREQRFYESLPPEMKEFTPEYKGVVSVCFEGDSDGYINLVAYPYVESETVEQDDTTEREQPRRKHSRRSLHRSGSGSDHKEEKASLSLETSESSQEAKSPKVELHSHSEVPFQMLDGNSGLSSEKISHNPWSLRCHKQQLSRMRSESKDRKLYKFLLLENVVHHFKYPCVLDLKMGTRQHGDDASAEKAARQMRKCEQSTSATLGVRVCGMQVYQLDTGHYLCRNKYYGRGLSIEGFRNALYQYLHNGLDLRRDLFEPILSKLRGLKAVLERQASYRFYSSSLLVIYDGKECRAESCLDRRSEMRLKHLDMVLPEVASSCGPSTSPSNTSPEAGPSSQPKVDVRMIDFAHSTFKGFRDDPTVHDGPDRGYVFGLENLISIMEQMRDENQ
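ADP-Glo luminescence measures ADP made by human IP6K1 during a 2 h RT reaction with ATP/IP6 (mix at 1.3 mM/130 uM); top library doses 57.5 and 19.1 uM final.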
FLuc inh: Photinus pyralis luciferase inhibition; Potency, µM (top dose mostly 115 µM), without a hit: top-dose activity change, negative = inhibition, usual class: inhibitors; purified P. pyralis luciferase, luminescence, biochemical; P08659; 76,000 compounds, 2.5% hits; AID 1347043; further: potency means the concentration at half of the fitted maximal effect; nearly all actives have a fitted effect of over 65% in size
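Luminescence read by CCD imaging after purified firefly luciferase (10nM final) was added to substrate buffer holding 10uM D-luciferin and 10uM ATP, pH 7.5, pre-dosed with compound.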
SNCA expr inh: reduces expression of the alpha-synuclein gene. 140,000 compounds, 0.17% hits. HEK-293 SNCA-luciferase knock-in, luminescence, 24 h. Potency, µM (series often up to 57.2 µM), inactives show top-dose activity change, negative = inhibition, usual class: inhibitors;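 further: potency means the concentration at half of the fitted maximal effect; plate controls were DMSO cells for no effect and cell-free wells for full effect; nearly all actives have a fitted effect of over 45% in size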
NIH3T3 tox: cytotoxic compounds in NIH 3T3 cells | NIH 3T3 viability, CellTiter-Glo ATP luminescence, 48-72 h | Potency, µM (series often up to 96.7 µM), for the others: at the highest dose activity change, negative = cytotoxicity, actives largely listed as inhibitors | 94,000 compounds, 4.3% hits | AID 1345082; further: potency means the concentration at half of the fitted maximal effect; nearly all actives have a fitted effect of over 55% in size
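Cells were seeded at 400 per well, treated with pin-transferred compound, and kept 48 or 72 hr at 37 °C before CellTiter-Glo addition and luminescence imaging of cellular ATP.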
GPT2 inhibitor: blocks human glutamate pyruvate transaminase 2; Recombinant GPT2, coupled pyruvate oxidase/HRP Amplex Red fluorescence; Potency, µM (highest dose often 57.7 µM), inactives show top-dose activity change, negative = inhibition, actives largely listed as inhibitors; 100,000 compounds, 0.25% hits; AID 1671188; further: potency means the concentration at half of the fitted maximal effect; nearly all actives have a fitted effect of over 60% in size; many of its hits are not listed in these tables
Target sequence (Q8TD30 whole entry, looked up): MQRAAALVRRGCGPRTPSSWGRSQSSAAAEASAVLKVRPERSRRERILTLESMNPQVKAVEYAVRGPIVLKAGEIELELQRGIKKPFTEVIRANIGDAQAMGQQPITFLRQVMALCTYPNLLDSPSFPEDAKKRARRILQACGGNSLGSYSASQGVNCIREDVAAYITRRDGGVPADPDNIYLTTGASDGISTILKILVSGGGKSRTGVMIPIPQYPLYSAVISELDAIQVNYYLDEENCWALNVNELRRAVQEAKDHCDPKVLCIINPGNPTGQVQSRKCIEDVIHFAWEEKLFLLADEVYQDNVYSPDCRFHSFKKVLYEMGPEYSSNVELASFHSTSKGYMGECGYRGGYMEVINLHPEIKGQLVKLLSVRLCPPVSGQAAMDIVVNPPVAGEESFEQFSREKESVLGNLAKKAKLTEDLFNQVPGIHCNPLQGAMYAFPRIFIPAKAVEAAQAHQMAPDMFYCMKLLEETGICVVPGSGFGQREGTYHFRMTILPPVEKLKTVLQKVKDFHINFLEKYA
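Fluorescence of coupled pyruvate oxidase/HRP/Amplex Red system (50uM Amplex, 30 min, dark) reports pyruvate formed by GPT2. Enzyme reaction: 10ng/uL GPT2, 2mM L-alanine, 250uM a-KG, 30 min room temperature, pH 7.5; 50uM AOA control.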
HEK293 viab: reduces viability of HEK-293 SNCA reporter cells; Potency, µM (doses to about 57.1 µM), inactives show top-dose activity change, negative = cytotoxicity, most hits filed as cytotoxic; HEK-293-SNCA-luc viability, GF-AFC fluorescence, 24 h; 150,000 compounds, 0.12% hits; AID 1671193;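 further: potency means the concentration at half of the fitted maximal effect; 0% = DMSO-treated cells and -100% = medium-only wells without cells; nearly all actives have a fitted effect of over 30% in size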
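Cytotoxicity counterscreen: after 24 h compound treatment of genome-edited SNCA-luciferase HEK-293 cells, live-cell protease substrate GF-AFC read by fluorescence after 30 min; activity scaled between DMSO (0%) and medium-only (-100%), curves Hill-fitted.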
HEK cytotox: kills HEK 293 cells; HEK 293 viability, ATP luminescence (CellTiter-Glo), 48-72 h; Potency, µM (top dose mostly 115 µM), for the others: at the top dose activity change, negative = cytotoxicity, hits mostly inhibitors; 94,000 compounds, 6.6% hits; AID 1345083; further: potency means the concentration at half of the fitted maximal effect; nearly all actives have a fitted effect of over 60% in size
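Luminescence from cellular ATP, measured with CellTiter-Glo, indicates HEK 293 viability. Cells plated at 250 cells/well are treated with compound for 48 or 72 hr at 37 degree Celsius before reagent addition.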
* hit, by the source's call; i = inactive; ? = inconclusive; / = not tested or not shown; [ ] = dose if it differs, or a comment. Unless noted, the call rests on the fitted dose curve; in most records, active means well fitted curve in the direction sought with a large enough effect; inconclusive means small, poorly fitted or top-dose-only effect, or another doubt; inactive means no such curve, though single readings can be large; an effect the other way counts as inactive or inconclusive. Unless noted, on the % scale 0 is the no-effect control and ±100 the full control effect. Not all compounds are listed. The share of hits here may be higher or lower than overall.

structure	GPT2 inhibitor	HEK cytotox	SNCA expr inh	IP6K1 inhibitor	HEK293 viab	FLuc inh	NIH3T3 tox
CSc1cccc(NC(=O)COc2cccc(-c3nnc4n3CCCC4)c2)c1	i	?	16%	0	-7%	-21%	-23%
CN(C)c1ccc(CC(=O)N2CC[C@@](C)(O)[C@@H](O)C2)cc1	-15%[11.5 µM]	-12%	13%	14	-11%	-4%	-1%
FC(F)(F)c1ccc2nc([C@H]3CCN(C4CCOCC4)C3)[nH]c2c1	0%[88.5 µM]	?	93%[activator][87.6 µM]	8	2%[87.6 µM]	-3%[172 µM]	-16%[174 µM]
CC(C)(C)C(=O)N1CCC(N2CCCC(C(=O)NCc3ccccc3)C2)CC1 (stereo unspecified)	-16%	5%	-15%	-5	-5%	-1%	i
Cc1ccc(CSc2ncc(Cl)c(C(=O)Nc3sc4c(c3C(N)=O)CCCC4)n2)cc1	/	/	9%	6	2%	/	/
Cc1ccccc1NC(=O)Cn1c(N2CCCCC2)nc(C)c(C)c1=O	-4%	?	-12%	13	-18%	2%	-19%
COc1ccc(-c2nnc(SCC(=O)Nc3ccc(F)cc3)s2)cc1	/	/	26%	28	3%	/	/
CCOC(=O)c1ccc(CN(Cc2ccc(Br)cc2)S(=O)(=O)c2cccc(C(F)(F)F)c2)cc1	/	/	14%	0	4%	/	/
COC(=O)C1=CN(CC(=O)Nc2cccc(C)c2)S(=O)(=O)N=C1C	i	3%	-28%	-3	8%	1%	i
COc1ccc(CC(=O)N2CCCC2C(=O)N2CCC(c3nc4ccncc4[nH]3)C2)cc1 (stereo unspecified)	i	-9%	-4%	7	-4%	/	-6%
CC(C)(C)OC(=O)N1CCC(c2c(C(=O)NCc3ccco3)cnn2-c2ccccc2)CC1	/	/	22%	5	-21%	/	/
CSc1ccc(-c2cccc(CN3CCC(N[S+](=O)([O-])c4ccc(C)cc4)CC3)c2)cc1	/	20µM*	/	14	/	/	14µM*
Cc1ccc2c(c1)nc1n2[C@@H](CNCc2ccncc2F)COC1	1%[88.5 µM]	-10%[172 µM]	-7%[87.6 µM]	-3	-1%[87.6 µM]	-7%[172 µM]	-12%[138 µM]
O=C(CSc1nccn1Cc1ccc(F)cc1)NC1CCCC1	/	/	-3%	-2	-1%	/	/
O=C(CC1N=C2c3ccccc3N=C(SCC(=O)Nc3cccc(Cl)c3)N2C1=O)NCc1cccs1 (stereo unspecified)	/	/	16%	-3	?	/	/
O=C(c1cc(F)ccc1Cl)N1C[C@@H](CO)[C@H](c2ccncc2)C1	i	-19%	35%[activator]	-2	?	-9%	-5%
CCOC(=O)C1CCCN(C(=O)c2nc3sccn3c2-c2ccc(C)cc2)C1 (stereo unspecified)	-8%	-8%	7%	6	-3%	/	-5%
COc1ccc(C(=O)N2CCN(CCn3nc4n(c3=O)CCCC4)CC2)cc1	/	-17%	/	-9	/	/	-2%
Cc1cccc(CC(=O)N2CCC(c3n[nH]c(=O)n3Cc3ccc(F)cc3)CC2)c1	i	-2%	-7%	2	3%	-3%	-27%
CCOC(=O)C1CCC(CN(Cc2ccc(OC)cc2)S(=O)(=O)c2ccc(C)cc2)CC1 (stereo unspecified)	/	/	?	11	-6%	/	/

Further records.
structure	GPT2 inhibitor	HEK cytotox	SNCA expr inh	IP6K1 inhibitor	HEK293 viab	FLuc inh	NIH3T3 tox
CC(C)c1nnsc1CNC(=O)C1CCC(=O)N(CC2CCCCC2)C1 (stereo unspecified)	-5%	-5%	-5%	1	2%	-3%	-8%
COc1cc(=O)n2c(c1C(=O)Nc1cccc(SC)c1)CCCC2	0%	15%	-15%	15	-15%	-9%	i
COCC1CN(C)CC12CCN(C(=O)c1cccc(Br)c1)CC2 (stereo unspecified)	i	?	-15%	13	-7%	-7%	?
C=CCOc1cccc(-c2nc(C(=O)NCC)cs2)c1	4%	?	12%	11	-5%	-26%	?
CC1=C[C@@H](CNC(=O)c2cnccn2)[C@H](C(C)C)C[C@H]1Cc1nc2ccc(C)cc2[nH]1	-2%[88.5 µM]	32µM*	-30%[87.6 µM]	0	40µM*	7%[172 µM]	?
c1ccc(-c2csc(N3CCOCC3)n2)cc1	-5%	/	/	-3	9%	/	/
CCOCc1nc(C2CCCN2S(=O)(=O)c2c(C)noc2C)no1 (stereo unspecified)	4%	-13%	5%	10	2%	0%	-8%
CCCC(=O)N1CCc2cc(S(=O)(=O)NC(C)c3ccccc3)ccc2C1 (stereo unspecified)	i	i	-27%	-13	-1%	0%	?
COc1cc(-c2nc(Cn3nnc(C(=O)Nc4cc(C)cc(C)c4)c3C)c(C)o2)cc(OC)c1OC	/	/	-14%	0	1%	/	/
CCN(Cc1ccccc1)C(=O)c1cc2c(=O)[nH]c3ccc(C)cc3c2s1	/	/	-37%	19	-9%	/	/
Cc1ccc(C(=O)N2CCC(c3nc(-c4ccccc4)no3)C2)s1 (stereo unspecified)	-6%	?	43%	-4	2%	?	?
COc1ccc(F)cc1-c1ccc(CN2CCCCC2C(=O)NCc2cccc(F)c2)cc1 (stereo unspecified)	/	?	/	-8	/	/	35µM*
O=C(Nc1ccc(F)cc1)N1CCC(O)(c2csc(CN3CC[C@@H](O)C3)n2)CC1	i	-20%[172 µM]	13%[87.6 µM]	5	-3%[87.6 µM]	9%[172 µM]	?
Cc1ccc(NC(=O)CN(CCc2ccccc2)S(=O)(=O)c2ccccc2)c(C)c1	/	/	-2%	-12	-5%	/	/
CCN1c2cc(C(=O)Nc3ccc(OC)c(F)c3)ccc2C(=O)N2CCCCCC21 (stereo unspecified)	i	?	-21%	-7	-6%[12.5 µM]	-20%	?
COc1ccc2nc([C@H]3CCN(C(C)C)C3)[nH]c2c1	i	-26%[230 µM]	6%[87.6 µM]	-12	-5%[87.6 µM]	22µM*	-26%[174 µM]
Cc1cccc(NC(=O)c2cc(S(=O)(=O)N3CCCCC3)c[nH]2)c1C	/	/	-11%	-5	5%	/	/
CCc1c(C)cc(C(=O)N[C@H]2CCOC[C@H]2C2CCOCC2)c(=O)n1C	-4%	i	4%	25	2%	-7%	1%
CC(=O)N1CCC2(CCN(C(=O)c3ccc(Cl)cc3)CC2)Oc2ccccc21	-25%	?	7%	8	-12%	/	?
COc1ccc(C2Cn3nnc(-c4noc(-c5ccc(N(C)C)cc5)n4)c3CO2)cc1 (stereo unspecified)	i	4%	-1%	28	4%	0%	i

An excerpt of the results above:
structure	GPT2 inhibitor	HEK cytotox	SNCA expr inh	IP6K1 inhibitor	HEK293 viab	FLuc inh	NIH3T3 tox
CC(C)c1nnsc1CNC(=O)C1CCC(=O)N(CC2CCCCC2)C1 (stereo unspecified)	-5%	-5%	-5%	1	2%	-3%	-8%
COc1cc(=O)n2c(c1C(=O)Nc1cccc(SC)c1)CCCC2	0%	15%	-15%	15	-15%	-9%	i

The listing continues:
structure	GPT2 inhibitor	HEK cytotox	SNCA expr inh	IP6K1 inhibitor	HEK293 viab	FLuc inh	NIH3T3 tox
COc1ccc(-c2ccnc(-c3nnc(C)n3Cc3cccnc3)c2)cc1OC	0%[88.5 µM]	-19%[172 µM]	?	4	4%[87.6 µM]	-1%[172 µM]	?
CCn1cnnc1CC1CCN(C(=O)c2cnn3c(C)c(Cc4ccccc4Cl)c(C)nc23)CC1	i	?	5%	13	0%	-18%	-23%
O=C(Cn1cccc1-c1nc(-c2ccc(F)cc2)no1)NC1CCCC1	-4%	?	27%	22	-15%	-3%	-2%
CCOC(=O)c1cccc(NC(=O)c2cc3c(=O)n(C)c4ccccc4c3n2C)c1	/	/	-1%	9	6%	/	/
CCOc1ccccc1CN1C[C@@H](CO)[C@H](NC(=O)COC)C1	i	0%	13%	-4	1%	-10%	-19%
CCCn1cc(C(=O)N2CC[C@@](O)(COC)C(C)(C)C2)c(C)n1	i	-5%	-17%	0	3%	0%	1%
CCn1c(SCc2cccc(Br)c2)nnc1-c1nonc1NC(C)=O	/	/	18%	19	1%	/	/
COc1ccc(C(=O)N2CCC3(CC2)N=C(c2ccc(C)cc2)NO3)cc1F	i	-22%	91%[activator]	-8	-10%	?	-34%
Fc1ccc(C2Cn3nnc(-c4nc(-c5cccc(Br)c5)no4)c3CO2)cc1 (stereo unspecified)	-6%	-15%	-9%	-12	-7%	-7%	-10%
Cc1cccc(CSc2nc3c([nH]c4ccccc43)c(=O)n2C)c1	/	/	-17%	23	5%	/	/
O=C([C@@H]1C[C@H](F)CN1C(=O)Nc1ccccc1Cl)N1CCCCC1	i	-2%	-7%	3	1%	-3%	?
COc1cccc(N2CCN(C(=O)CN3CCSc4ccccc43)CC2)c1	/	/	4%	-2	4%	/	/
Cn1cccc1CNC(=O)Cn1nc2c(cc1=O)CCCCC2	i	i	68%[activator]	4	-2%	-20%	5%
O=C(c1ccc2c(c1)OCO2)N1CCCN(c2cc(-c3ccc(Cl)cc3)[nH]n2)CC1	?	?	-12%	-2	-7%	-4%	?
Cc1ccc(C)c(CNC(=O)C2CCN(c3nc4ccccc4nc3C(F)(F)F)CC2)c1	/	/	3%	7	3%	/	/
COc1ccc(C2c3cccn3CCN2S(=O)(=O)c2ccc([N+](=O)[O-])cc2)cc1 (stereo unspecified)	/	/	-6%	10	-1%	/	/
O=C(NC1CCN(c2ccc3nnc(C4CC4)n3n2)CC1)c1ccc(F)cc1	/	?	/	-2	/	/	?
COc1ccc(-c2cc(N3CCCC(NC(=O)c4cc(C)ccc4C)C3)n[nH]2)cc1 (stereo unspecified)	?	?	?	13	0%	-29%	32µM*
CCc1nc2cc(N3CCC(C(=O)NCc4ccccc4F)CC3)cnc2nc1CC	i	?	46%[activator]	9	?	0%	?

Part of the list above, as labelled records:
CCc1nc2cc(N3CCC(C(=O)NCc4ccccc4F)CC3)cnc2nc1CC
  GPT2 inhibitor = i
  HEK cytotox = ?
  SNCA expr inh = 46%[activator]
  IP6K1 inhibitor = 9
  HEK293 viab = ?
  FLuc inh = 0%
  NIH3T3 tox = ?
O=C(c1ccc2c(c1)OCO2)N1CCCN(c2cc(-c3ccc(Cl)cc3)[nH]n2)CC1
  GPT2 inhibitor = ?
  HEK cytotox = ?
  SNCA expr inh = -12%
  IP6K1 inhibitor = -2
  HEK293 viab = -7%
  FLuc inh = -4%
  NIH3T3 tox = ?
COc1ccc(C2c3cccn3CCN2S(=O)(=O)c2ccc([N+](=O)[O-])cc2)cc1 (stereo unspecified)
  GPT2 inhibitor = /
  HEK cytotox = /
  SNCA expr inh = -6%
  IP6K1 inhibitor = 10
  HEK293 viab = -1%
  FLuc inh = /
  NIH3T3 tox = /
Fc1ccc(C2Cn3nnc(-c4nc(-c5cccc(Br)c5)no4)c3CO2)cc1 (stereo unspecified)
  GPT2 inhibitor = -6%
  HEK cytotox = -15%
  SNCA expr inh = -9%
  IP6K1 inhibitor = -12
  HEK293 viab = -7%
  FLuc inh = -7%
  NIH3T3 tox = -10%

Compound activity from PubChem BioAssay.
